# Screening data (PubChem BioAssay)
# Luc counter: Counterscreen for Luciferase (Kinase-Glo TM) Inhibition. Kinase-Glo luciferase, ATP luminescence, 8 min. Potency, µM (series often up to 38.3 µM), inactives show at the highest dose activity change, negative = inhibition, most hits filed as inhibitors. 200,000 compounds, 0.28% hits; further: potency means the concentration at half of the fitted maximal effect; on the % scale 0 is the no-effect control and ±100 the full control effect; nearly all actives have a fitted effect of over 60% in size
#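 Substrate mix (final 50 mM imidazole pH 7.2, 50 mM KCl, 7 mM MgCl2, 10 uM ATP, 0.01% Tween 20, 0.05% BSA) plus pin-tool compound, then Kinase-Glo detection mix; 8 min ambient, luminescence read.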
# IMPase Li inh: qHTS Assay for Identifying the Cell-Membrane Permeable IMPase Inhibitors: Potentiation with Lithium. CHO-M1 cells, IP1 TR-FRET (IP-One), carbachol + lithium. Potency, µM (titrated, usually from 59.4 µM), without a hit: at the highest dose activity, negative = IMPase inhibition, usual class: inhibitors. 210,000 compounds, 0.35% hits. AID 1457, 2008;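 further: IP1 builds up when IMPase is blocked and the TR-FRET signal falls; potency means the concentration at half of the fitted maximal effect; plate controls were basal vehicle for no effect and high inhibitor control for full effect; nearly all actives have a fitted effect of over 50% in size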
#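 CHO cells stably expressing M1 receptor (2000/well) were cultured 16–30 h, then exposed to compounds with a small lithium addition for 30 min at 37C. IP1 was measured by TR-FRET competition; AC50 from Hill fits.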
# Epigenetic derep: Quantitative High-Throughput Screen for Regulators of Epigenetic Control; murine LDR cells, GFP reporter derepression, 30 h; Potency, µM (titrated, usually from 53.9 µM), without a hit: at the highest dose GFP activation, actives largely listed as activators; 280,000 compounds, 0.2% hits; AID 1865, 2009; further: potency means the concentration at half of the fitted maximal effect; % of control where 0% means no effect; nearly all actives have a fitted effect of over 60% in size
#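 Murine LDR cells carrying a silenced, genomically integrated CMV-driven GFP reporter were exposed to compound for 30 hours at 37 C. After PBS washes, GFP-positive cells (20–120 um objects) were counted by laser-scanning microplate cytometry.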
# CBFb RUNX1 block: qHTS Assay for Compounds Blocking the Interaction Between CBF-beta and RUNX1 for the Treatment of Acute Myeloid Leukemia; Runt-related transcription factor 1 (Homo sapiens) + Core-binding factor subunit beta …; AlphaScreen CBFb-His/RUNX1-biotin binding, biochemical; Potency, µM (series often up to 59.8 µM), inactives show at the highest dose activity, negative = inhibition, usual class: inhibitors; 230,000 tested, under 10 active; AID 1477, 2009; further: % of control where 0% means no effect
# Target sequence (Q01196 whole entry, looked up): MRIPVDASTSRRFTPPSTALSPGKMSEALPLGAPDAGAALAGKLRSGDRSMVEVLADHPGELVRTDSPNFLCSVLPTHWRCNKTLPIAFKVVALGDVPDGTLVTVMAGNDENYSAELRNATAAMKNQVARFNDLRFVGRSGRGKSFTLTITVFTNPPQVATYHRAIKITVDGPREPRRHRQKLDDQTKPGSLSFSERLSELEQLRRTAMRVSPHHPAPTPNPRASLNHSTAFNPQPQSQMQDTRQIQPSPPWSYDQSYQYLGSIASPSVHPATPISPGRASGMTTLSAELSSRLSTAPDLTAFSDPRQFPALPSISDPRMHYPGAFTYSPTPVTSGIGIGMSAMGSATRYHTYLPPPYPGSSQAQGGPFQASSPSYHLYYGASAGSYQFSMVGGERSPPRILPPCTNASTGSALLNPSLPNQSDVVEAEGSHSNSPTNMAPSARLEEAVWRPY
# Target sequence (Q13951 whole entry, looked up): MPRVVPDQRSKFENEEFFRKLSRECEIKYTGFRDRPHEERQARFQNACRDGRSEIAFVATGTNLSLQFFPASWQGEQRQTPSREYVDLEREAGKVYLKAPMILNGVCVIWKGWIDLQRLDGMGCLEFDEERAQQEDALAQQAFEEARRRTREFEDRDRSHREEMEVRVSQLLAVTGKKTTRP
#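 CBF-beta (His) and RUNX1 (biotin), 30 nM each; 20 min preassociation; + compound, 15 min; + beads 50 ng each (Ni, streptavidin), 90 min; RT; AlphaScreen read.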
# HTT aggregate: qHTS Multiplex Assay to Identify Dual Action Probes in a Cell Model of Huntington: Aggregate Formation (GFP). PC12 HttQ103-GFP aggregates, Acumen cytometry, 40 h. 220,000 compounds, 1.1% hits. Potency, µM (doses to about 46.1 µM), without a hit: top-dose activity change, negative = inhibition, actives largely listed as inhibitors. AID 1688, 2009; further: potency means the concentration at half of the fitted maximal effect; on the % scale 0 is the no-effect control and ±100 the full control effect; nearly all actives have a fitted effect of over 60% in size
#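 Inducible Q103 Huntingtin exon 1–GFP PC12 line, 1500 cells/well in phenol red free DMEM with 5% equine and 5% calf serum. Tebufenozide 100 nM induced expression; compounds titrated; aggregates quantified by cytometry.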
# NPSR antag: qHTS Assay for Antagonists of the Neuropeptide S Receptor: cAMP Signal Transduction; Q6W5P4; CHO-NPSR cells, cAMP TR-FRET, antagonist mode; Potency, µM (highest dose often 38.3 µM), for inactives: at the top dose activity change, negative = inhibition, usual class: inhibitors; 220,000 compounds, 1% hits; further: potency means the concentration at half of the fitted maximal effect; on the % scale 0 is the no-effect control and ±100 the full control effect; nearly all actives have a fitted effect of over 50% in size; many of its hits are not listed in these tables
# Target sequence (Q6W5P4 whole entry, looked up): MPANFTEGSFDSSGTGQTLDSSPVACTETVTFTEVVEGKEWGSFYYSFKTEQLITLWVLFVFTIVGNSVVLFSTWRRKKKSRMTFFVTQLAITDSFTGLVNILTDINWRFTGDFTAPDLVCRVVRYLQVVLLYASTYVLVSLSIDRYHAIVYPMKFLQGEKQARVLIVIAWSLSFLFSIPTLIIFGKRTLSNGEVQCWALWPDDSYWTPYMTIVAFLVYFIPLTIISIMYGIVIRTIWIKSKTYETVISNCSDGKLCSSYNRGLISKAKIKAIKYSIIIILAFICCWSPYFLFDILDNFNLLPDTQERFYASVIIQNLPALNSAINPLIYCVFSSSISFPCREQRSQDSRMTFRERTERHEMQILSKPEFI
# LMNA splice mod: qHTS Assay for Modulators of Lamin A Splicing; 200,000 compounds, 0.01% hits; Potency, µM (top dose mostly 46.1 µM), without a hit: at the highest dose ratio change, negative = inhibition, hits mostly inhibitors; HeLa LMNA splicing GFP/RFP minigene ratio, 48 h; active means well fitted inhibition curve with a large enough effect in the signal ratio, with a control signal flat, not every such curve was filed as active; inconclusive means small, poorly fitted or top-dose-only effect, or effect the other way, or a change in a side signal; the % refers to the signal ratio; further: potency means the concentration at half of the fitted maximal effect; on the % scale 0 is the no-effect control and ±100 the full control effect
#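 S3 HeLa stable clones carrying a lamin A-EGFP splicing minigene plus DsRed2 were seeded at 600 cells/well in Opti-MEM with 2% FBS, pin-dosed and incubated 48 h at 37°C. Acumen cytometry (488 nm) gave the GFP/RFP total-intensity ratio.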
# * hit, by the source's call; ? = inconclusive; · = no result given; [ ] = another dose, or the depositor's remark. Unless noted, the call rests on the fitted dose curve; in most records, active means well fitted curve in the direction sought with a large enough effect; inconclusive means small, poorly fitted or top-dose-only effect, or another doubt; inactive means no such curve, though single readings can be large; an effect the other way counts as inactive or inconclusive.
item	Compound	Luc counter	IMPase Li inh	Epigenetic derep	CBFb RUNX1 block
1	O=C(CSc1nc(-c2ccccc2)cc(=O)[nH]1)NCc1ccc2c(c1)OCO2	-5%	19%[38.3 µM]	-1.1%	4%
2	Cc1ccc(C)c(C(=O)CSc2nnc(C)s2)c1	-2%	-3%	0.4%	0%
3	CCCn1c(=NC(C)=O)c(C(=O)OCC)cc2c(=O)n3ccccc3nc21	-2%	-7%[38.3 µM]	0.0%	5%
4	COc1cc(/C=C/c2[nH]c(=O)[nH]c(=O)c2[N+](=O)[O-])ccc1OCCC(C)C	-2%	-1%	-0.1%	11%
5	COc1cccc2c1OCC1COc3c(c(=O)n(C)c(=O)n3C)C21 (stereo not drawn)	-4%	-3%[38.3 µM]	-1.7%	9%
6	Cc1ccc(OCc2nnc(SCC(=O)NC3CCCCC3)n2C)cc1	1%	14%[38.3 µM]	0.0%	8%
7	COc1ccc(-c2ccc(-c3nc4c(c(=O)[nH]c(=O)n4Cc4ccccc4)n3C)o2)c([N+](=O)[O-])c1	-1%	-5%	-2.1%	-6%
8	CC12CCC(C(=O)Nc3ccc(Cl)cc3)([C@H](Br)C1=O)C2(C)C (stereo partly drawn)	·	·	-1.0%	30%

item	HTT aggregate	NPSR antag	LMNA splice mod
1	-4%	3%[46.1 µM]	3%
2	-3%	5%	-12%[46 µM]
3	10%	-13%[46.1 µM]	-12%
4	?	-8%	·
5	9%	-6%[46.1 µM]	-5%
6	-29%	-8%[46.1 µM]	2%
7	4%	4%	-20%
8	8%[9.22 µM]	-30%	·

# (more compounds)
item	Compound	Luc counter	IMPase Li inh	Epigenetic derep	CBFb RUNX1 block
9	Cc1nn(C(C)(C)C)c(C)c1/C=N/OC(=O)Nc1ccc(Cl)cc1	·	·	-4.2%	7%
10	CCn1c(C)cc(C)c(C#N)c1=O	4%	3%	2.3%	4%
11	CCN1CCN(c2ccc(NC(=O)COc3ccccc3Cl)cc2)CC1	0%	21%[38.3 µM]	2.7%	-3%
12	Cc1ccccc1CN(CC(=O)Nc1cccc([N+](=O)[O-])c1)S(=O)(=O)c1ccc(Cl)cc1	2%	16%	0.0%	-9%
13	COc1ccc(N/C=C/c2nc(SC)nnc2C)cc1	-1%	30%	0.0%	-6%
14	COC(=O)C1=CN(c2cccc(C)c2)C=C(C(=O)OC)C1c1cc(OC)c(O)c([N+](=O)[O-])c1	-2%	12%[38.3 µM]	-1.1%	?
15	O=C1Nc2ccccc2C1Cc1ccccc1 (stereo not drawn)	·	·	0.1%	10%
16	Cc1ccc(/C=N/NC(=O)CN2CCN(Cc3ccccc3Cl)CC2)o1	·	·	-1.8%	3%

item	HTT aggregate	NPSR antag	LMNA splice mod
9	19%[9.22 µM]	-16%	·
10	3%	8%	?
11	19%	-5%[46.1 µM]	?
12	?	-30%[46.1 µM]	?
13	17%	-24%	-18%[46 µM]
14	2%	-29%[46.1 µM]	7%
15	2%[9.22 µM]	7%	·
16	2%[9.22 µM]	23%	·

# Next part
item	Compound	Luc counter	IMPase Li inh	Epigenetic derep	CBFb RUNX1 block
17	Cc1ccc(Cl)cc1NC(=O)N[C@@H](CC(C)C)C(=O)O	·	·	-1.0%	2%
18	CC(C)(C)c1cc(NC(=O)c2cccc([N+](=O)[O-])c2)no1	-7%	-5%	-2.9%	7%
19	COc1ccc(/C=N/OCC(=O)NCc2cccs2)c(OC)c1	·	·	-1.8%	-7%
20	CCN1N=C(C)C=C(c2ccccc2)n2c1nc1ccccc12	·	·	-2.0%	15%
21	CCOC(=O)c1ccc(N=c2sc(C(=O)OC)cc(=O)n2-c2ccc(C(=O)OCC)cc2)cc1	0%	11%	1.9%	-3%[2.36 µM]
22	CCOC(=O)c1c(NC(=O)CN2CCCCC2)sc2c1CCCC2O (stereo not drawn)	6%	8%[38.3 µM]	14%	-1%
23	CC(C)c1nnc(NC(=O)c2cccs2)s1	-10%	18%[38.3 µM]	1.3%	6%
24	CC1CCCCN1C(=S)NCCc1ccccc1 (stereo not drawn)	-1%	18%[38.3 µM]	1.9%	14%

item	HTT aggregate	NPSR antag	LMNA splice mod
17	7%[9.22 µM]	-1%	·
18	1%[9.22 µM]	-2%	·
19	-9%	14%[46.1 µM]	-7%
20	11%[9.22 µM]	2%	·
21	?	-28%	-16%
22	-7%	-25%[46.1 µM]	-3%
23	-2%	-8%[46.1 µM]	-21%
24	-23%	?	2%

# New compounds follow.
item	Compound	Luc counter	IMPase Li inh	Epigenetic derep	CBFb RUNX1 block
25	CCn1c(CNC(=O)c2ccc(OC)c(OC)c2)nnc1SCC(=O)Nc1ccccc1	5%	13%	1.1%	1%
26	COc1ccc(/C=C/C(=O)c2cc(F)ccc2OC(=O)c2ccccc2OC)cc1OC	0%	-3%	1.7%	-3%
27	O=C(c1ccccc1)c1nnc(-c2ccncc2)o1	?	21%[38.3 µM]	-1.0%	1%
28	C/C(=N\NC(=S)Nc1ccc(C(C)C)cc1)c1ccc2c(c1)OCO2	0%	16%	-0.2%	-14%
29	Cc1cccc(NC(=O)CSCc2c(C)noc2C)c1C	-4%	-17%[38.3 µM]	-1.6%	0%
30	O=C1CN(C(=O)c2ccccc2)c2ccccc2N1	0%	10%[38.3 µM]	-2.1%	4%
31	COc1ccc(-c2cc3ccc(OCc4nn[nH]n4)cc3oc2=O)cc1	0%	?	-1.0%	?
32	Cc1ccc(-c2cc(C(=O)Nc3cccnc3)c3ccccc3n2)o1	-19%	-17%[38.3 µM]	15%	-12%

item	HTT aggregate	NPSR antag	LMNA splice mod
25	28%	17%	2%
26	-4%	9%	·
27	8%	-1%[46.1 µM]	-4%
28	-5%	-13%	?
29	-9%	-14%[46.1 µM]	20%
30	?	-2%[46.1 µM]	3%
31	7%	-23%	11%
32	26%	1%[46.1 µM]	?

# Next part:
item	Compound	Luc counter	IMPase Li inh	Epigenetic derep	CBFb RUNX1 block
33	Cc1c(-c2nnc(SCC(=O)O)n2-c2ccccc2Br)nnn1-c1ccccc1	-2%	-2%	-1.1%	6%
34	C=CCOc1cccc(/C=N/NC(=O)CN(c2cc(Cl)ccc2OC)S(=O)(=O)c2ccc(C)c([N+](=O)[O-])c2)c1	0%	4%	1.5%	-4%
35	CC(=O)Nc1ccc(C(=O)OCC(=O)NC(=O)NC2CCCCC2)cc1	-5%	-3%[38.3 µM]	4.0%	-3%
36	COCCNC(=O)c1ccc2c(c1)NC(=O)CS2	-4%	-1%[38.3 µM]	1.1%	4%
37	O=C(Nc1cccc(C(F)(F)F)c1)c1scc2c1OCCO2	3%	?	-1.2%	12%
38	COc1ccc(OCCOCCN2CCc3ccccc3C2)cc1	-1%	8%[38.3 µM]	-0.2%	0%
39	Cc1ccc(C)c(NC(=O)CN(C)C(=O)c2nn(C)c(=O)c3ccccc23)c1	-1%	0%	-3.1%	-1%
40	CC(C)OC(=O)CSc1nnc(-c2cnccn2)n1Cc1ccco1	0%	6%[38.3 µM]	0.0%	4%

item	HTT aggregate	NPSR antag	LMNA splice mod
33	-24%	8%	2%
34	31%	-30%	?
35	0%	-19%[46.1 µM]	2%
36	-1%	-2%[46.1 µM]	9%
37	1%	-5%	·
38	9%	-2%[46.1 µM]	2%
39	-5%	4%	·
40	6%	-2%[46.1 µM]	2%

# New compounds follow
item	Compound	Luc counter	IMPase Li inh	Epigenetic derep	CBFb RUNX1 block
41	O=C(CO/N=C/c1cccc([N+](=O)[O-])c1)NC1CCCCCC1	2%	6%	-1.0%	0%
42	Cc1c(C(=O)NCCCc2ccccc2)cccc1[N+](=O)[O-]	·	·	1.5%	-6%
43	CCOC(=O)N1CCN(c2ccc(C(=O)c3ccccc3)cc2F)CC1	-4%	-4%[38.3 µM]	0.0%	5%
44	CSCCC(NC(=O)c1ccc([N+](=O)[O-])cc1Cl)C(=O)OCC(=O)NC1CCCC(C)C1C (stereo not drawn)	-2%	2%	1.0%	9%
45	COC(=O)c1ccc(CNC(=O)/C=C/c2cc([N+](=O)[O-])ccc2OC(F)F)cc1	-2%	7%[38.3 µM]	7.2%	0%
46	O=C(Nc1cccs1)Nc1c(F)c(F)c(F)c(F)c1F	1%	-3%	-1.1%	-10%
47	O=C(CCC(=O)N(CC(=O)NC1CCCC1)C1CCCC1)Nc1ccccn1	-1%	2%[38.3 µM]	-7.2%	-8%
48	CCCCc1cc(=O)oc2cc(OCc3nn[nH]n3)c(Cl)cc12	16%	22%[38.3 µM]	1.0%	0%

item	HTT aggregate	NPSR antag	LMNA splice mod
41	18%	-18%	-3%
42	-1%	-6%[46.1 µM]	-7%
43	-21%	?	?
44	23%	-11%	-3%
45	20%	-19%[46.1 µM]	22%
46	?	24%	?
47	-23%	-7%[46.1 µM]	?
48	-22%	11%[46.1 µM]	9%

# Carrying on:
item	Compound	Luc counter	IMPase Li inh	Epigenetic derep	CBFb RUNX1 block
49	COc1ccc(CNC(=O)c2cc3c(C)nc4ccccc4c3o2)c(OC)c1	-2%	14%[38.3 µM]	-0.2%	-2%
50	Cc1ccc(C2C(C#N)=C(N)N(c3cccnc3)C3=C2C(=O)CCC3)s1 (stereo not drawn)	-1%	4%	-1.7%	-7%
51	COC(=O)c1ccc(/C=N\NC(=O)c2ccc(C)cc2Cl)cc1	-4%	13%[38.3 µM]	-0.8%	-2%
52	CCn1c(SCc2ccc(C(=O)OC)o2)nc2sc3c(c2c1=O)CCCC3	-3%	32%[activator][38.3 µM]	-1.0%	-1%
53	O=C(O)c1nc(N2CCCCC2)ncc1Cl	1%	-4%[38.3 µM]	-0.7%	6%
54	O=C(Cc1ccccc1[N+](=O)[O-])NCCCN1CCOCC1	0%	-1%	2.1%	6%

item	HTT aggregate	NPSR antag	LMNA splice mod
49	4µM*	?	-9%
50	26%[9.22 µM]	-11%	-8%[46 µM]
51	10%	-16%[46.1 µM]	?
52	-1%	-21%[46.1 µM]	6%
53	22%	3%[46.1 µM]	-1%
54	-2%	12%	26%[46 µM]

# The list is partial, so the mix of outcomes need not match the whole.
